# Screening data (PubChem)
# miR122 inh = miR-122 Renilla sensor signal increase in Huh7, primary screen, miR-122 inhibitor project, cell-based, single point, plate reader. Huh7 miR-122 Renilla luciferase sensor, 48 h; neutral wells = 0, positive control = 100. activation (reporter increase), % at 12.5 µM. 340,000 compounds, 0.3% hits. AID 602342, 2012;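 active = mean replicate activation score at least 90 and every replicate individually at or above 90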;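 note: higher luciferase means less miR-122 activity so hits act as miR-122 inhibitors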
# RAD52 inh = RAD52 DNA annealing inhibitors, primary screen, biochemical, FRET, single point, set 2; recombinant RAD52 DNA annealing, FRET fluorescence; 360,000 compounds, 0.46% hits; inhibition, % at 18.7 µM; DNA repair protein RAD52 homolog (Homo sapiens), P43351;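 active = every replicate showing at least 50% inhibition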
# E-selectin induc = E-selectin induction in HUVECs, primary screen, imaging, HUVEC, immunofluorescence imaging, single point | P16581 | normalized: neutral wells 0, TNF-alpha wells 100 | activation, % at 7.58 µM | 260,000 compounds, 0.37% hits | AID 686992, 2013;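 active = mean E-selectin-positive cell signal at least 10% of the positive control, reached in at least 60% of replicates, without over 20% cell loss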;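 note: in these data hits start at about 27%; measured in HUVEC primary endothelial cells; signal is the percent of cells scored E-selectin positive by PE staining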
#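 Read-out: % PE-positive cells | Test system: HUVEC | Doses: One compound dose added by pin transfer | Buffer or medium: EGM-2 over gelatin coat | Signal: Immunofluorescence imaging | Benchmarks: TNF-alpha, DMSO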
# PglD DTNB = C. jejuni PglD acetyltransferase inhibitors, primary screen, biochemical, DTNB colorimetric, single point. UDP-N-acetylbacillosamine N-acetyltransferase PglD (Campylobacter jejuni). purified PglD enzyme, DTNB colorimetric CoA detection. inhibition, % at 12.5 µM. 360,000 compounds, 0.098% hits. AID 602405, 2012; in the data active = inhibition above about 16%, passing the limit was not always enough; note: strong numbers were not always called active
# Cneo AK release = Cryptococcus neoformans cell lysis inducers, primary screen, AK release luminescence, single concentration; C. neoformans lysis, adenylate kinase release luminescence, 4 h; normalised: neutral wells 0, clomiphene wells 100; lysis activity, % at 15 µM; 360,000 compounds, 0.2% hits;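 active = mean lysis activity across replicates of at least 80%, whatever share of replicates individually reach that level; inactive = mean lysis activity below 80%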
#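 Schedule: static 4 h at 37 °C with compound, 1 h detection; system: C. neoformans cells; benchmarks: Clomiphene as positive control; buffer or medium: fresh YPD medium; measure: luminescence rise reflecting yeast cell lysis; measured by: luminescent adenylate kinase detection reagent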
# PGC1a acetyl inh = inhibitors of PGC1a acetylation signal, primary screen, cell-based, U2OS, AlphaScreen, inhibitor mode | AlphaScreen anti-acetyl-lysine; with virally co-expressed GCN5 acetyltransferase | inhibition, % at 15.6 µM | 350,000 compounds, 0.17% hits | AID 651687, 2012;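 active = every replicate shows inhibition of at least 40%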;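 note: 0% = neutral control wells and 100% = positive control wells; some results beyond the cut were filed as inactive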
# RAD54 inh = inhibitors of human RAD54 branch migration, primary screen, biochemical, fluorescence, single point; DNA repair and recombination protein RAD54-like (Homo sapiens), Q92698; RAD54 Holliday junction branch migration, FAM/BHQ fluorescence; inhibition, % at 10.4 µM; 360,000 compounds, 0.14% hits; AID 602329, 2012;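 active = mean normalized replicate activity at least 40 and at least half of replicates scoring 40 or more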;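 note: 0% = median of neutral control wells and 100% = median of positive control wells; inhibitors cause a drop in the FAM fluorescence signal; in these data hits start at about 50%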
# Target sequence (Q92698 whole entry, looked up): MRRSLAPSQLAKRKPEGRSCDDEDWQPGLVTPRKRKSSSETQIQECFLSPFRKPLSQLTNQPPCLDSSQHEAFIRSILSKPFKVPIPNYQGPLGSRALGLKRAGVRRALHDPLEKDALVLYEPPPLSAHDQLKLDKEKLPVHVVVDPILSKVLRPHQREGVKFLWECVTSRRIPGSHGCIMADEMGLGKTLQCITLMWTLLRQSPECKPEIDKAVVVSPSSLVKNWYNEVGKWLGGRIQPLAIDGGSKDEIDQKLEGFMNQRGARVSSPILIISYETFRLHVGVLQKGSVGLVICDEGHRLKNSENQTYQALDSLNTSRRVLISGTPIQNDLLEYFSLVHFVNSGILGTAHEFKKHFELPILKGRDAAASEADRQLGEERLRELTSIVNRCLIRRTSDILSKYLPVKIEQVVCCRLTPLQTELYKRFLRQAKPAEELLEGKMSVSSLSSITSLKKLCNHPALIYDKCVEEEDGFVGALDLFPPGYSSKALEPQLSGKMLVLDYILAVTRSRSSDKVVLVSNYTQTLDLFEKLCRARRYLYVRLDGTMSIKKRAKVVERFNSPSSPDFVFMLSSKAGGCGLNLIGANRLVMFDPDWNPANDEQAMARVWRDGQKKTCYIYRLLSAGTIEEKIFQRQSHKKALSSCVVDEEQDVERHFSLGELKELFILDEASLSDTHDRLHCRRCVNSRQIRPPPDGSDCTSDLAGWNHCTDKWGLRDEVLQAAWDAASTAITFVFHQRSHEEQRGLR
# ERAP1 inh = human ERAP1 aminopeptidase inhibitors, primary screen, biochemical, single point, plate reader. recombinant ERAP1, Leu-AMC fluorescence, 60 min. 340,000 compounds, 0.15% hits. AID 652197, 2013. inhibition, % at 10.7 µM;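 active = mean replicate inhibition of at least 30%, or all replicates individually reaching that 30% level; inactive = mean below 30% and not every replicate reaching it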;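 note: 0% = neutral control wells and 100% = L-leucinethiol positive control wells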
# The depositor's hits bear a star; i = inactive; . = not tested or not shown; [ ] = another dose, or the depositor's remark. Not all compounds are listed; the hit share may differ from the screen's.
SMILES,miR122 inh,RAD52 inh,E-selectin induc,PglD DTNB,Cneo AK release,PGC1a acetyl inh,RAD54 inh,ERAP1 inh
C=CCn1c(O)c(/C=C2\C=Nc3ccccc32)c(=O)[nH]c1=O,6,-280,0.5,-1,1,-7,-19,5
CC12Cc3cn[nH]c3C=C1CCC1C2CCC2(C)C1CCC2(C)O (configuration not stated),-8,-5,-0.1,-7,1,7,11,-4
COc1cccc(OCC(=O)N2CCN(C)CC2)c1,2,.,.,1,0,.,-7,.
Nc1ncc(P(=S)(N2CCOCC2)N2CCOCC2)s1,1,.,.,1,1,-4,2,.
COc1ccc(C(c2nnnn2-c2c(C)cccc2C)N2CCC3(CC2)C(=O)NCN3c2ccccc2)cc1 (configuration not stated),0,10,-0.2,-6,-1,8,-10,.
CCc1ccccc1NC(=O)N1C[C@H]2C[C@@H](C1)c1cccc(=O)n1C2,-8,-6,.,1,-2,4,-9,.
C=CCN1C(=O)NC(=O)/C(=C/c2ccc(OC)c(COc3ccc(NC(C)=O)cc3)c2)C1=O,.,-19,0.3,.,.,-4,.,0
O=C1CN=C(c2ccccc2)c2c(sc3c2CCCC3)N1,-1,-7,2.2,3,1,-14,6,0
O=c1c2ccccc2nc(/C=C/c2ccccc2)n1-c1ccccc1O,-7,-31,.,2,-2,-36,-5,4
O=C(Cn1cc(C=C2C(=O)NC(=O)NC2=O)c2ccccc21)NCC1CCCO1 (configuration not stated),-6,-109,.,-2,0,.,2,3
N#Cc1cc2c(nc1SCC(=O)Nc1ccc(Cl)cc1)C1CCN2CC1,-5,-15,.,5,1,-18,-13,-2
NS(=O)(=O)c1ccc(N2CCNCC2)cc1,3,-28,6.7,-2,0,-3,3,-3
Cc1ccc(/C=C2\C(=O)NC(=O)N(CCc3ccc(F)cc3)C2=O)o1,-16,-77,.,.,.,2,.,5
C[C@]12CCC3C(CC[C@H]4C[C@@H](O)CC[C@]34C)C1C[C@H](Br)[C@@H]2O (some centres not stated),-1,-11,0.0,-1,0,-2,-3,-2
C/C=C/c1ccc([C@@H]2[C@@H](CO)N3CCCCN(C(=O)Cc4cccnc4)C[C@H]23)cc1,-3[16.7 µM],-1,-0.2,2,-3,-1,5,-1
CCCN1[C@@H]2Cn3c(ccc(-c4ccccc4)c3=O)[C@H]1[C@@H](C(=O)OC)[C@@H]2CO,4[16.7 µM],8,-0.7,-3,-1,.,-3,0
CC(C)C[C@H]1C(=O)N2CCC[C@H]2[C@]2(O)O[C@](NC(=O)[C@@H]3C=C4c5cccc6[nH]cc(c56)C[C@H]4N(C)C3)(C(C)C)C(=O)N12,-5,.,.,-4,1,-4,-32,.
CC(=O)NCC1=C(c2ccc3ccccc3c2)C[C@@H]2CC[C@H]1N2Cc1ccco1,-3,-5,0.3,-6,1,7,7,1
CCC(=O)N1[C@@H]2Cn3c(ccc(C4=CCCC4)c3=O)[C@H]1[C@@H](C(=O)OC)[C@@H]2CO,-5[16.7 µM],-6,1.5,-3,-1,.,-12,3
O=[N+]([O-])c1cccc(CCl)c1,3,.,.,-2,-2,4,-2,.
COC(=O)[C@H]1[C@H](CO)[C@H]2Cn3c(ccc(C4=CCCCC4)c3=O)[C@@H]1N2Cc1ccccn1,0[16.7 µM],-19,0.1,-3,5,.,1,3
COC(=O)C1=C(c2cccc(C#N)c2)C[C@@H]2CC[C@H]1N2C(=O)NCC1CC1,-4,-12,0.2,3,5,4,6,-1
O=C(O)CCn1cc(C=C2C(=O)NC(=S)NC2=O)c(-c2cccc(Cl)c2)n1,.,-14,0.0,.,.,3,.,11
Cc1ccc(O)c(C(=O)c2cc(C(=O)NCc3ccccc3)c(=O)n(Cc3ccccc3)c2)c1,9,-42,.,0,-1,-1,-1,-2
O=C(c1cc(F)ccc1F)C1CCCN(Cc2cccc(Cl)c2)C1 (configuration not stated),.,7,1.2,.,.,1,.,2
CCC(=O)c1ccc(OC)c(OC)c1,-2,-3,.,0,0,3,6,.
COc1cc2c(cc1OC)C(C(=O)N(C)C1CCCCC1)C1CCCCN1C2=O (configuration not stated),26,.,.,0,1,-7,1,.
COc1ccc2c(c1)c(C(=O)O)c(C)n2CC(C)C,-3,1,.,3,-4,-5,12,5
O=C(O)[C@H]1[C@H](CO)[C@H]2Cn3c(ccc(-c4ccccc4)c3=O)[C@@H]1N2C(=O)C1CCCCC1,8[16.7 µM],-6,0.0,-1,-1,2,2,-1
O=C(O)COc1ccccc1/C=C1\C(=O)NC(=O)N(CCC2=CCCCC2)C1=O,14,-37,1.5,-2,1,1,8,-1

# Structures from the list above that contain a cyano group (2):
SMILES,miR122 inh,RAD52 inh,E-selectin induc,PglD DTNB,Cneo AK release,PGC1a acetyl inh,RAD54 inh,ERAP1 inh
N#Cc1cc2c(nc1SCC(=O)Nc1ccc(Cl)cc1)C1CCN2CC1,-5,-15,.,5,1,-18,-13,-2
COC(=O)C1=C(c2cccc(C#N)c2)C[C@@H]2CC[C@H]1N2C(=O)NCC1CC1,-4,-12,0.2,3,5,4,6,-1

# Retrieved by structure from above:
SMILES,miR122 inh,RAD52 inh,E-selectin induc,PglD DTNB,Cneo AK release,PGC1a acetyl inh,RAD54 inh,ERAP1 inh
COC(=O)C1=C(c2cccc(C#N)c2)C[C@@H]2CC[C@H]1N2C(=O)NCC1CC1,-4,-12,0.2,3,5,4,6,-1
CCC(=O)c1ccc(OC)c(OC)c1,-2,-3,.,0,0,3,6,.
COc1ccc2c(c1)c(C(=O)O)c(C)n2CC(C)C,-3,1,.,3,-4,-5,12,5
O=C(O)[C@H]1[C@H](CO)[C@H]2Cn3c(ccc(-c4ccccc4)c3=O)[C@@H]1N2C(=O)C1CCCCC1,8[16.7 µM],-6,0.0,-1,-1,2,2,-1

# (more compounds)
SMILES,miR122 inh,RAD52 inh,E-selectin induc,PglD DTNB,Cneo AK release,PGC1a acetyl inh,RAD54 inh,ERAP1 inh
COc1ccc(-c2nn(CCC#N)cc2C(=O)NCc2ccccc2)cc1,22,0,-0.6,.,.,-4,.,.
O=C1NCCN2CCCC12 (configuration not stated),-5,.,.,4,0,0,7,.
O=C1NCN(c2ccccc2)C12CCN(C(c1ccnc3ccccc13)c1nnnn1C1CCCC1)CC2 (configuration not stated),5,2,-1.6,-1,-13,-19,-15,.
COCCO[C@H]1CC[C@@]2(C)C(=CCC3C2CC[C@@]2(C)C3CC[C@]2(C)O)C1 (some centres not stated),2,-4,-0.4,11,-2,3,0,1
CN(C)CC1CSCCC1(O)c1ccc(C(F)(F)F)cc1 (configuration not stated),2,-22,.,-2,9,1,-12,-1
COc1cccc(CCNCc2ccc(SC)cc2)c1,6,.,.,5,-1,.,-2,.
CCN1C(=O)NC(=O)/C(=C\c2cn(CC(=O)N3CCCCC3)c3ccccc23)C1=O,1,i,.,0,-1,22,-2,-4
CCCCn1c(O)c(C(CC)=NCc2cc(OC)cc(OC)c2)c(=O)[nH]c1=O,8,.,.,-2,1,-9,-9,.
CCN(CC)C(=O)c1ccc(NC(=O)COc2ccc([N+](=O)[O-])cc2Cl)cc1,-1,.,-0.2,6,1,-8,5,.
COC(=O)C1=C(c2ccccc2OCc2ccccc2)C[C@@H]2CC[C@H]1N2C(=O)NCCOc1ccccc1,.,-16,-0.1,3,0,.,6,2
O=C(c1ccccc1F)c1cn(CC(=O)N2CCCCC2)c2ccccc12,2,.,.,2,1,-10,2,.
S=P(NCCNP(=S)(N1CC1)N1CC1)(N1CC1)N1CC1,10,-8,-0.3,-5,7,-9,-2,-3
CC12CCC3C(CCC4CC(=O)OCC43C)C1CCC2O (configuration not stated),-5,1,0.0,-2,-1,-9,-2,-1
CCOC(=O)C1(c2ccccc2)CCN(CCC(=O)Nc2ccc(OC)cc2)CC1,-6,-58,0.1,-3,2,.,9,2
CCN1CCN(c2nc3c(c(=O)[nH]2)CCC3)CC1,3,-14,.,0,3,-7,-1,1
COc1cc(/C=C/[N+](=O)[O-])ccc1OC(=O)c1cccnc1,.,-3,-0.3,-6,1,.,9,0
C=C1C2[C@H](OC(C)=O)[C@@H]3CC(=O)[C@]4(C)OC[C@@]3(C)[C@@]4(O)[C@@H](OC(C)=O)[C@H](OC(C)=O)[C@@]2(COC(=O)c2ccccc2)[C@@H](OC(C)=O)C[C@@H]1O (some centres not stated),-4,-4,.,-1,-3,12,9,6
O=C(COc1ccc(Br)cc1)N1CCN(C2CCCC2)CC1,-1,.,.,-5,-5,13,0,.
CC(=NCCCO)c1c(O)[nH]c(=O)[nH]c1=O,-7,-11,.,4,2,3,-3,-5
C=CCOC(=O)C1=C(C)OC(N)=C(C(=O)OCC)C12C(=O)N(CC(N)=O)c1ccccc12 (configuration not stated),-3,.,.,-1,1,-11,-3,.
O=C(Nc1c(F)cc(F)cc1F)c1cccn(Cc2ccccc2)c1=O,-4,-9,-2.3,.,.,-5,.,-2
O=[N+]([O-])c1ccc(O)c([N+](=O)[O-])c1,-1,6,-0.1,-7,-6,12,1,1
O=C(c1ccc(N2CCCCCC2)c([N+](=O)[O-])c1)N1CCC2(CC1)OCCO2,-1,-6,-0.2,1,-1,-4,5,6
CN1CCN(C(=O)COc2ccc(N(C)S(=O)(=O)c3ccc(F)cc3)cc2)CC1,-7,-3,.,.,-3,8,3,4
CCCCn1c(O)c(C(C)=NCCN2CCCCC2)c(=O)[nH]c1=O,-18,.,.,-1,-4,.,-13,.
O=C1NC(=O)C(=Cc2ccc(-c3ccccc3[N+](=O)[O-])o2)C(=O)N1,0,-12,.,-4,-2,2,-2,8
CC(=O)c1cc(C(C)=O)c(C)[n+](C)c1C,.,-8,1.7,.,.,-9,.,10
CN1C(=O)N(C)C(=O)C2(Cc3cc([N+](=O)[O-])ccc3N3CCN(C(=O)c4ccccc4)CC32)C1=O (configuration not stated),-6,-3,.,-1,1,-5,-5,3
O=[N+]([O-])c1cccnc1N1CCCNCC1,9,-4,0.0,-1,1,.,-11,1
C[C@H](NC(=O)N1C[C@H]2C[C@@H](C1)c1cccc(=O)n1C2)C(=O)Nc1ccc(F)c(F)c1,-11,-8,.,-2,3,4,-6,-1
O=P(O)(O)CN1CCNCCN(CP(=O)(O)O)CCNCC1,-4,-2,1.1,.,.,-1,.,14
CSc1nc(NC(C)C)nc(NC(C)C)n1,-2,1,.,.,.,-9,.,1
CC=Cc1ccc2n(c1=O)C[C@@H]1[C@@H](CO)[C@H](C(=O)O)[C@H]2N1S(=O)(=O)c1ccccc1C (mixture of isomers),1[16.7 µM],1,-0.4,-1,-5,.,-15,0
O=C1CC(=O)N(Cc2ccccc2)C(=S)N1,-4,-106,0.0,1,0,-4,-12,2
Cc1ccc2c(c1)C1CN(C)CCC1N2C(=O)c1ccc(Br)o1 (configuration not stated),5,.,.,1,0,-12,-11,.
CC(=O)C1(O)CCC2C3CCC4=C(Cl)C(=O)CCC4(C)C3CCC21C (configuration not stated),3,-5,-0.5,-2,4,-29,-1,3
O=C(COC(=O)Cc1ccccc1)NC(=O)NC1CCCCC1,-5,-1,3.6,0,0,-1,-9,4
O=c1[nH]c(=O)n(C2CCCCCC2)c(O)c1C=NCCCN1CCOCC1,-5,.,.,-3,-1,3,-10,.
CC(NCc1ccc(Cl)cc1Cl)C(O)c1ccccc1 (configuration not stated),3,-13,.,5,0,0,2,5
O=C1C=CC(=O)C=C1,2,-2,4.4,8,1,.,-1,-3
